N-glyco inh: increase of ERlucT glycosylation luciferase signal, primary screen, N-linked glycosylation inhibitor project, D54 ERlucT cells, luminescence, set 2 | D54 ERlucT glycosylation luciferase reporter, 24 h; percent of 100 nM tunicamycin response | 360,000 tested, 0.23% active | reporter increase, % at 12.5 µM | AID 588692, 2011;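 active = mean luciferase reporter signal, scaled so untreated is 0 and the glycosylation-blocking control 100, at or above a set limit in every replicate; inconclusive = mean reaches the limit but not every replicate does; inactive = mean below the limit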;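 note: luciferase carries N-glycosylation sites so blocking glycosylation raises the light; 0% = median of neutral control wells and 100% = median of 100 nM tunicamycin wells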
MC4R antagonist: MC4R antagonists of cAMP signaling, primary screen, cell-based, TR-FRET, antagonist arm of biased-ligand search | Melanocortin receptor 4 (Homo sapiens), P32245 | MC4R-expressing cells, MTII-stimulated cAMP, LANCE TR-FRET | inhibition, % at 6.5 µM | 360,000 tested, 0.48% active | AID 540295, 2011;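 active = inhibition above its plate's cutoff, the mean of tested wells on that plate plus 3 SD, cut at about 29% in these data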;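 note: 0% = Melanotan II alone and 100% = Melanotan II plus saturating MCL0020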
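Material: U2OS-MC4R stable cell line | Reagent: Melanotan II challenge after compound preincubation | Doses: One concentration, 6.5 µM nominal | Incubation: 30-min compound preincubation, 1-h Melanotan II challenge, 1-h detection, room temperature | Signal: TR-FRET cAMP assay | Replicates: One well per compound, no replicates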
ABCB6 inh 2: ABCB6 transporter inhibitors, primary screen, K562-ABCB6 cells, flow cytometry, MLPCN library. AID 602162, 2011. 360,000 tested, 0.19% active. K562-ABCB6 porphyrin accumulation, 1 h; active compounds read low. ATP-binding cassette sub-family B member 6 (Homo sapiens), Q9NP58. fluorescence ratio to DMSO, % at 10 µM;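 active = fluorescence ratio to DMSO below 75%, the collection mean minus 3 SD; inconclusive = too few cells collected in the well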;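 note: signal is porphyrin accumulated inside mitochondria; 100% equals median channel fluorescence of DMSO control wells; lower ratio means ABCB6 inhibition with less porphyrin fluorescence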
Target sequence (Q9NP58 whole entry, looked up): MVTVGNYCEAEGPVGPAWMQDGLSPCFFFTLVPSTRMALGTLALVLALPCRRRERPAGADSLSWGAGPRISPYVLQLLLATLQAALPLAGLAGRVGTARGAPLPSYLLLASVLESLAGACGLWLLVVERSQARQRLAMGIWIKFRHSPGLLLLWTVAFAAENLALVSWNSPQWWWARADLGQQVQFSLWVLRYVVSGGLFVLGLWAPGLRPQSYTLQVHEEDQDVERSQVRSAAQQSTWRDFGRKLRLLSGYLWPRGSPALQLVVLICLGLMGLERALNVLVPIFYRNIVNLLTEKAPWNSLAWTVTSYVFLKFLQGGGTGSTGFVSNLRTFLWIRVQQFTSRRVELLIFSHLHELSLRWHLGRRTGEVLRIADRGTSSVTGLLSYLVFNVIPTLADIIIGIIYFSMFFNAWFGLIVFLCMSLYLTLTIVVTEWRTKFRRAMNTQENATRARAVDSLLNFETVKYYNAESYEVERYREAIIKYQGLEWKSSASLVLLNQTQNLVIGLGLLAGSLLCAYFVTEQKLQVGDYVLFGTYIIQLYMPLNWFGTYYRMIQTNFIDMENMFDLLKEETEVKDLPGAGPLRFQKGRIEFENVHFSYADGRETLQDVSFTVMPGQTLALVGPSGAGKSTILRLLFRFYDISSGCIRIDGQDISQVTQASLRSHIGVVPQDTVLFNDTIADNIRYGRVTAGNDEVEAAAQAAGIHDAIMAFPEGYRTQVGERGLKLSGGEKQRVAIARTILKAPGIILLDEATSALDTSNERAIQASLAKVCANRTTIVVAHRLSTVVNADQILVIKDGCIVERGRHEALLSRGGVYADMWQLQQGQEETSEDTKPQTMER
PDI inh: inhibitors of human PDI, primary screen, biochemical, turbidity, single point, plate reader; PDI insulin aggregation turbidity, A650, 90 min; inhibition, % at 10 µM; 350,000 tested, 0.052% active; AID 588391, 2011;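 active = mean inhibition across replicates of 30% or more, whatever share of single replicates reach that level; inconclusive = mean inhibition below 30% while every single replicate reaches 30%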;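 note: absorbance from insulin aggregation driven by PDI reduction with DTT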
Vif inh: HIV Vif self-association inhibitors, primary screen, imaging, HEK293T, single point | HEK293T cells, Vif self-association by quenched fluorescence, 24 h | inhibition, % at 7.49 µM | 340,000 tested, 0.35% active | AID 602346, 2012; in the data active = inhibition above about 50%, passing the limit was not always enough; inconclusive = no clear call, values can overlap the other calls; inactive = below about 31%; note: some results filed as inactive read as strong as hits
MC4R ag barr: MC4R agonists recruiting beta-arrestin, primary screen, cell-based, luminescence, agonist arm of biased-ligand search. AID 540308, 2011. 360,000 tested, 0.98% active. U2OS MC4R beta-arrestin complementation; percent of melanotan II response, DMSO zero. activation, % at 8.9 µM;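 active = activation above a per-plate cutoff, the mean activation of sample wells on that plate plus 3 SD, cut at about 8% in these data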
Cardio protect: cardioprotection against H2O2-induced cell death, primary screen, uHTS, H9c2 cells, ATPLite luminescence; H9c2 cardiomyocytes, H2O2 injury protection, 2 h; protection from H2O2 cell death, % at 20 µM; 360,000 tested, 0.63% active; AID 588492, 2011;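 active = compounds giving at least 50% protection of heart cells from peroxide-induced death in the single-dose screen, raw or plate-pattern-corrected value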;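 note: 0% = DMSO wells with peroxide and 100% = DMSO wells without peroxide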
CaV13 FRET inh: Primary screen for inhibitors of IQ motif and Ca2+-dependent inactivation inhibitor domain binding in CACNA1D, Förster resonance energy transfer in living cells, …. HEK cells, CFP/YFP FRET ICDI-IQ, plate reader, 10 min; percent FRET-ratio fall versus neutral wells. inhibition, % at 12.3 µM. 340,000 tested, 0.098% active;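 active = mean replicate inhibition of at least 30% and at least 1% of replicates passing that level; inconclusive = only one of the two criteria is met; inactive = neither criterion is met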;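 note: 0% = median of the neutral control wells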
aDG glyco up: activators of alpha-DG glycosylation, primary screen, uHTS, Pro5-aDG cells, AlphaScreen; 360,000 tested, 0.22% active; AID 624168, 2012; alpha-DG glycosylation AlphaScreen (IIH6); 0% Pro5, 100% B10-LARGE cell signal; activation, % at 10 µM;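 active = activation of at least 8% versus controls, or a plate z-score of at least 8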;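 note: Pro5 are CHO cells carrying HIG-tagged alpha-DG that lacks glycosylation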
m5-HT2A agonist: mouse Htr2a agonists via beta-arrestin recruitment, primary screen, cell-based, luminescence; 360,000 tested, 0.66% active; CHO-K1 mHTR2A beta-arrestin complementation; percent of 30 µM serotonin response; 5-hydroxytryptamine receptor 2A (Mus musculus), P35363; activation, % at 7.6 µM;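 active = activation above a run cutoff, the mean activation of all tested compounds plus 3 SD, cut at about 14% in these data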;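 note: 0% = plate median of compound wells and 100% = 30 µM serotonin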
An asterisk follows results filed as active; ? = inconclusive; nt = not tested or not shown; + = active, no number.

SMILES	N-glyco inh	MC4R antagonist	ABCB6 inh 2	PDI inh	Vif inh	MC4R ag barr	Cardio protect	CaV13 FRET inh	aDG glyco up	m5-HT2A agonist
O=C(CN1CCCCCC1)Nc1ccc(F)c(F)c1	3	8	108	3	10	-0.6	-8	-6	0.6	-3
CC(OC(=O)c1ccccc1C(=O)N(C)c1ccccc1)C(=O)Nc1ccccc1[N+](=O)[O-] (stereo not drawn)	-2	2	90	-1	-5	-1.3	-2	-6	-0.1	-1
C[C@H](CO)N1C[C@H](C)[C@@H](CN(C)C(=O)NC2CCCCC2)Oc2c(NS(=O)(=O)c3cccs3)cccc2C1=O	-3	13	100	-1	-3	2.1	3	-10	-0.3	-2
CC(C)c1ccc(CC(=O)N2CCC2(C)C(=O)Nc2ccc3c(c2)OCO3)cc1 (stereo not drawn)	3	-5	98	-7	-12	0.7	-22	-10	0.3	-4
CC(=O)Nc1ccc(S(=O)(=O)N2CCC3(CC2)CC(=O)c2ccccc2O3)cc1	-1	0	96	0	?	-1.1	22	-4	0.1	-2
COc1ccccc1C(=O)Nc1nnc(S(=O)(=O)N2CCOCC2)s1	0	17	97	-5	-4	-1.4	6	-3	-0.6	1
CCC(C)[C@H](NC(=O)NC(C)C)C(=O)O (stereo partly drawn)	2	-1	98	-2	2	0.8	-2	-2	-0.2	1
CCN1CCN(c2ccc(S(=O)(=O)N3CCCCC3)cc2NC(=O)c2cccc(OC(F)F)c2)CC1	-3	14	96	-3	-14	0.5	5	-2	0.7	-3
O=C(N/N=C/c1c[nH]c2ccccc12)c1sc2ccccc2c1Cl	-3	3	93	-1	-1	-0.9	2	-6	-0.2	-6
CCC/C(=C1/c2ccccc2C(=O)N1c1ccccc1)c1ccc2c(c1)OCO2	-2	5	94	-3	5	0.0	-4	4	-0.2	-7
O=C(NCC(=O)N(c1cccc(F)c1)C(C(=O)NC1CCCC1)c1ccncc1)c1ccco1 (stereo not drawn)	0	9	100	3	1	-0.6	2	-3	0.0	-3
COc1ccc(-n2c(SCC3CNC(=O)O3)nnc2-c2ccc(Cl)cc2)cc1 (stereo not drawn)	-1	1	96	-15	10	0.1	0	-3	-0.2	0
Cc1ccc(Oc2ccc(S(=O)(=O)N3CCOCC3)cc2C(N)=O)c(-n2nc3ccccc3n2)c1	18	-14	105	1	3	-0.2	11	-1	-0.3	-1
Cc1ccccc1-c1cccc([C@@H]2C[C@H]3[C@H](CON3C)CN2C(=O)C(C)(C)C)c1	-1	5	96	11	-3	0.9	8	-6	-0.1	-3
NC(=S)N=Nc1c(O)n(CCCl)c2ccccc12	2	17	100	4	-1	-1.3	15	-4	2.5	2
COc1ccc([C@@H]2C[C@H]3[C@@H](CN2S(=O)(=O)c2ccccc2)C(=O)C[C@@H](c2ccccc2F)N3S(=O)(=O)c2ccc(C)cc2)cc1	-6	6	94	-3	-3	1.5	-6	-7	-0.2	-1
CC1CCN(C(=O)N2c3ccccc3Sc3ccccc32)CC1	-9	1	89	-6	5	0.3	-28	nt	-0.1	2
O=C(CSc1nnc(-c2ccco2)n1-c1ccccc1)N1CCOCC1	0	4	108	-3	-1	-2.4	2	-5	0.4	0
CCc1cc(C(=O)NN2C(=O)NC3(CCCCC3)C2=O)sc1C	1	1	90	-8	-9	3.4	8	-6	0.2	-2
C/C(=N/NC(=O)CN1CCN(S(=O)(=O)c2ccc(C)cc2)CC1)c1cccc(O)c1	-1	8	91	2	2	-4.2	-10	-13	0.0	-3
Cc1ccc(-c2nnn(CC(=O)N(CC(=O)NC3CCCCC3)c3ccc(F)c(Cl)c3)n2)o1	4	0	115	-5	-19	4.8	9	nt	-0.1	7
Oc1ccc(-c2cc(-c3ccc(O)cc3)nc(-c3ccccc3)n2)cc1	1	-1	97	2	-1	1.2	-11	-19	0.6	-5
CCOc1ccc(CCN2C(=S)N([C@@H](Cc3ccc(O)cc3)CN3CCC[C@@H]3CN3C(=S)NC[C@@H]3CC(C)C)C[C@@H]2CC(C)C)cc1	2	nt	98	nt	7	nt	-2	-6	0.8	0
Cc1ccc(-n2c(C)cc(/C=N/NC(=O)Cn3c4ccccc4c(=O)c4ccccc43)c2C)cc1	0	12	108	2	6	-3.5	-6	+	-0.4	-5
COC(=O)c1c[nH]n2c(=O)c(Cc3ccc(F)cc3Cl)c(C)nc12	3	6	108	-2	9	-2.6	5	-5	0.0	2
Cc1ccc(C)c(NC(=O)C(Sc2cccc[n+]2[O-])c2ccccc2)c1 (stereo not drawn)	3	8	100	-1	6	-1.3	5	-3	0.2	3
CCCN(Cc1ccc(N(C)C)cc1)CC1CC1	1	-1	91	-1	-9	-1.2	-6	-5	-0.2	-1
Cn1c(NC(=O)C2CCCC2)cc(=O)n(C)c1=O	3	4	95	-3	1	0.9	6	-5	-0.2	-4
CCOC(=O)c1c(NC(NC(=O)C(C)C)C(Cl)(Cl)Cl)sc2c1CCC2 (stereo not drawn)	-1	21	101	1	-11	2.8	7	-3	0.6	-1
C(=N\NC1=Nc2cccc3cccc1c23)/c1ccccc1	-7	-8	140	-28	2	14*	-15	-10	-0.4	-2
COCCNC(=O)C1(C)CCN(C(=O)c2cccc(C)c2C)C1 (stereo not drawn)	1	10	102	-7	-5	-1.4	1	-10	-0.2	0
Cc1ccc(C)c(Cn2nnc3c(=O)[nH]c(C4CCCN(C(=O)C5CCC5)C4)nc32)c1 (stereo not drawn)	4	10	102	9	nt	-0.8	3	-7	0.0	-1
CCCCN1C(=O)/C(=C2/Sc3ccc(OC)cc3N2CC)SC1=S	0	5	108	-3	-10	-0.7	8	nt	0.0	2
CCCCNC(=O)C1(C)CCCCN1C(=O)c1cccs1 (stereo not drawn)	1	4	92	8	-9	-1.3	3	-6	-0.1	2
COc1ccc(CNC(=O)COC(=O)CN2C(=O)C3CC=CCC3C2=O)cc1 (stereo not drawn)	1	4	101	0	20	1.8	1	-6	0.0	7
COc1ccc(OC)c(NC(=O)COc2ccc3c(c2)CCC3)c1	-2	6	96	-6	?	0.4	-24	-2	-0.2	0
Cc1cc(Cl)cc(Br)c1OCCCCn1cncn1	1	13	98	-4	5	-1.0	-11	-5	0.6	-2
FC(F)Oc1ccc(-c2csc(Cc3nnc4n3CCCCC4)n2)cc1	-3	-3	97	0	-8	1.6	-6	nt	0.1	-1
CN1CCN(C(=O)/C=C/c2ccc([N+](=O)[O-])o2)CC1	?	12	100	2	-5	-0.1	3	-4	-0.1	2
Cc1ccc(-c2nc(-c3cccnc3)sc2CC(=O)Nc2ccc(C)c(Cl)c2)cc1	-6	6	99	5	-3	5.0	-14	-4	0.0	-4
CCCc1nc2ccccc2c(C(=O)OCC(=O)NCc2ccco2)c1CC	-2	7	102	-3	-2	-0.5	6	-5	0.2	-3
Cn1nc(C(F)(F)F)c(-c2ccc(Br)cc2)c1NC(=O)Nc1ccc(F)cc1F	-2	10	94	-11	-5	2.8	-14	-18	0.0	-6
COc1ccc2c(CC(=O)OCC(=O)N3CCc4ccccc43)coc2c1	1	0	93	-5	13	-1.6	-3	-4	0.1	16*
CC(C)c1ccc(C(=O)Nc2ccc(CN3CCOCC3)cc2)cc1	-2	2	94	13	-17	-1.0	-8	-3	0.3	1
COc1ccc(OCCNS(=O)(=O)c2ccccc2)cc1	-1	16	102	5	52*	-2.0	-4	0	0.2	-5
Cc1cc(C)c2ccc(=O)n(CC(=O)N/N=C/c3ccccc3Cl)c2n1	-1	-1	96	7	11	-1.5	-1	-19	0.0	1
O=c1cc(Br)c(O)c(Br)cc1Br	0	10	91	8	2	-0.7	0	-10	0.2	-2
Cc1nc2nc(SCC(=O)NCCCN3CCCC(C)C3)nn2c(C)c1Cc1ccccc1Cl (stereo not drawn)	1	3	98	9	-1	-4.7	-4	-6	-0.1	1
COc1ccc(C(=O)Sc2ccc(C)cc2)cc1OC	-1	-1	96	5	?	0.0	-10	-3	-0.2	-1
CCOC(=O)N1CCN(C(=O)COC(=O)CNC(=O)c2ccc(C)cc2)CC1	0	14	100	2	6	-0.7	2	-7	-0.2	3
Cc1ccc(CNC(=O)COc2ccc(S(=O)(=O)NC(C)C)cc2)cc1	-4	-6	101	0	7	1.7	-7	-4	-0.1	-1
COc1ccccc1C(=O)NC(C)C(c1cccs1)N1CCN(C)CC1 (stereo not drawn)	-2	3	104	-1	-3	-0.7	2	-6	-0.1	-8
Nc1c(C(=O)OCC(=O)Nc2cccc([N+](=O)[O-])c2)[nH]c(=O)[nH]c1=O	0	-3	108	-1	7	-1.7	-2	nt	0.0	-2
Cc1cccc(NC(=O)c2ccc(S(=O)(=O)NCc3cccnc3)cc2)c1C	2	1	96	11	24	-1.1	-8	-5	0.2	-10
COc1ncnc2c1oc1nc(CC(C)C)c3c(c12)CCCC3	1	8	93	6	5	-0.9	-13	-5	0.1	1
CCOC(=O)C1=CCC2c3c(c4ccccc4n3C)C(=O)C1N2C(=O)OC(C)(C)C (stereo not drawn)	-1	4	97	-1	5	-2.0	-2	-6	0.0	3
Cc1ccc(N2C(=O)N(CC(=O)NC(N)=O)C(=O)C2C)cc1 (stereo not drawn)	1	-9	96	4	9	2.1	3	-6	-0.1	1
O=C(O)c1ccc(C(=O)c2ccc3c(c2)C(=O)N(Cc2ccco2)C3=O)cc1	-1	12	110	-8	14	-0.5	-1	nt	0.0	6
COc1ccc2c(c1)cc1n2CCN=C1NN	1	18	96	4	-2	0.0	5	-4	-0.3	1

Screens deposited in PubChem by several laboratories.
